Bioassay records as filed in PubChem.
PfHsp40 yeast: compounds rescuing yeast from Plasmodium falciparum HSP40 toxicity; S. cerevisiae expressing PfHsp40, growth rescue, ATP luminescence; growth rescue, % at 12.5 µM; hit rate 0.68% among 340,000; in the data active = growth rescue above about 28%, passing the limit was not always enough; inconclusive = no clear call, values can overlap the other calls;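 note: yeast W303a lacking pdr1 and pdr3 grown in galactose medium; growth measured after three days at 30 °C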
TcdB GH inh: blocks C. difficile toxin B glycohydrolase activity; TcdB glycohydrolase enzymatic assay, plate reader; inhibition, % at 9.99 µM; hit rate 0.24% among 350,000; in the data active = inhibition above about 10%
BioA inh: BioA (M. tuberculosis) enzyme inhibition | purified M. tuberculosis BioA enzyme, plate reader | inhibition, % at 9.99 µM | hit rate 0.096% among 360,000; in the data active = inhibition above about 40%; inconclusive = no clear call, values can overlap the other calls
FadD28 binding: blocks FadD28 binding to the bisubstrate probe; hit rate 0.22% among 360,000; AID 588549; fluorescence polarization; inhibition, % at 12.5 µM; in the data active = inhibition above about 8.5%, passing the limit was not always enough; inconclusive = no clear call, values can overlap the other calls
FBA Mtb inh: Mtb fructose-bisphosphate aldolase inhibition. P9WQA3. purified M. tuberculosis FBA, fluorescence read-out. inhibition, % at 1 µM. hit rate 2.3% among 360,000. AID 588726; in the data active = inhibition above about 27%;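 note: 0% = vehicle and 100% = reference inhibitor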
Target sequence (P9WQA3 whole entry, looked up): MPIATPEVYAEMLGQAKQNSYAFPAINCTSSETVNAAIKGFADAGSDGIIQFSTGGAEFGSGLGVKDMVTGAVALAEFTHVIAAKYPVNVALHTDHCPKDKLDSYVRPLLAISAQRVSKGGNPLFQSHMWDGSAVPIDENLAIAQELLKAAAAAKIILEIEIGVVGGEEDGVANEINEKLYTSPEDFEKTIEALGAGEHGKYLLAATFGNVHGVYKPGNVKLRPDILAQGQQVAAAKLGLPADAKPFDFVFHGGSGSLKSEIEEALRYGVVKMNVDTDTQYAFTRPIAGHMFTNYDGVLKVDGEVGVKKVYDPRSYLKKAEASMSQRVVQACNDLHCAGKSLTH
UGM FP inh: inhibitors of M. tuberculosis UDP-galactopyranose mutase. hit rate 0.06% among 320,000. AID 504406. purified UGM, fluorescence polarization probe displacement. inhibition, % at 10 µM. P9WIQ1; in the data active = inhibition above about 10%, passing the limit was not always enough; inconclusive = no clear call, values can overlap the other calls
Target sequence (P9WIQ1 whole entry, looked up): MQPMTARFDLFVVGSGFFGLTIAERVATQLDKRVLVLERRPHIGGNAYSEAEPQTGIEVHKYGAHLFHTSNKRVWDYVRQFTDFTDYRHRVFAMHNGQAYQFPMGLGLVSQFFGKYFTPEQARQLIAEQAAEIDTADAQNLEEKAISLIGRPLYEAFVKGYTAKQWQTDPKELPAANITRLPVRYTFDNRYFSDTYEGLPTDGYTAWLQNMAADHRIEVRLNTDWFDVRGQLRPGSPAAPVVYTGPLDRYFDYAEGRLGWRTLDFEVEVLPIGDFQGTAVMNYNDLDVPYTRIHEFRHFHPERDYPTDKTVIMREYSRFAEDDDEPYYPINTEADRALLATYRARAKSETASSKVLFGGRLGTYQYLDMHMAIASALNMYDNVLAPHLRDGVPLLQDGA
Y pestis TopoI: inhibitors of Yersinia pestis topoisomerase I | Y. pestis Topo-I cleavage product accumulation, plate reader | activity, % at 10 µM | hit rate 0.064% among 360,000; in the data active = activity above about 50%, passing the limit was not always enough; inconclusive = no clear call, values can overlap the other calls; note: inactives centre near 2
Vc quorum ag: induces V. cholerae light production without autoinducers. hit rate 0.16% among 350,000. activation, % at 18.7 µM. V. cholerae BH1578 lux reporter, luminescence, 6 h. AID 588436; in the data active = activation mostly above about 9.7%, no sharp cut-off; inconclusive = no clear call, values can overlap the other calls; inactive = mostly below about 3.7%; note: not every result past the cut was called active; inactives centre near 0; reference of the scale not given here
GDH-TPI counter: GDH-TPI coupled enzyme inhibition counter-screen. GDH-TPI coupled enzyme counterscreen, NADH absorbance. inhibition, % at 4.8 µM. hit rate 1.2% among 360,000; in the data active = inhibition above about 30%;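 note: 0% = DMSO wells and 100% = wells lacking the enzyme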
* marks the source's active call; other numbers are inactive results; i = inactive; ? = inconclusive; · = no result given.

SMILES	PfHsp40 yeast	TcdB GH inh	BioA inh	FadD28 binding	FBA Mtb inh	UGM FP inh	Y pestis TopoI	Vc quorum ag	GDH-TPI counter
CCN(C(=O)CSc1cc(C)c2cccc(C)c2n1)C1CCS(=O)(=O)C1 (stereo not drawn)	-1.1	2.6	·	-2.1	-3	-1.7	41	i	-4
COc1ccc(NS(=O)(=O)c2ccc(NC(=O)c3ccccc3)cc2)nn1	-0.2	4.1	·	-0.4	1	5.1	6	-0.4	5
COP(=O)(OC)C(Nc1ccccn1)c1ccccc1 (stereo not drawn)	-0.5	0.2	0.1	-1.2	4	1.1	-1	-0.8	4
Cc1cc(C(=O)CCC(=O)Nc2ncccc2O)c(C)s1	-0.9	0.4	0.5	0.4	1	-2.3	-3	i	18
O=C(Cc1ccc(Cl)cc1Cl)NCc1cccnc1	-0.2	3.5	·	·	1	1.1	-4	-0.2	2
CCNC(=O)CC1C(=O)N(c2ccccc2)C(=O)N1CCOC (stereo not drawn)	-1.3	-0.7	-1.5	1.2	3	0.3	5	i	1
O=C(Cc1ccccc1)Nc1cccc(N2CCCC2)c1	-1.5	·	-1.0	-9.4	-4	2.1	-20	i	6
COc1cccc(/C=C/C(=O)OCC(=O)NC2CCCC2)c1	·	0.8	-1.1	-2.5	20	·	0	-3.0	9
CCCCn1c(=O)c(C(=O)Nc2ccsc2C(=O)OC)c(O)c2ccccc21	-0.6	·	·	-1.7	2	-1.0	-6	i	5
Cc1ccc(NC(=O)C(C)N2C(=O)c3ccccc3S2(=O)=O)cc1Cl (stereo not drawn)	0.1	-0.5	-5.6	0.1	5	-1.1	-8	-0.4	2
CCCC(=O)C1=C(O)C(C(=O)OC)C(C)(C)CC1=Nc1ccc(C)cc1 (stereo not drawn)	1.0	-0.3	·	-2.2	6	4.1	15	-0.3	8
Cc1c(NC(=O)c2cnn3c(C(F)(F)F)cc(-c4ccco4)nc23)c(=O)n(-c2ccccc2)n1C	-1.0	·	-0.8	-2.2	1	2.9	-3	-0.3	17
O=P1(O)C=C(c2ccccc2)OC(c2ccccc2)=C1	1.5	·	-2.5	-4.5	-2	2.7	-3	i	-3
Cc1cccc2sc(NC(=O)CN3C(=O)C4CC=CCC4C3=O)nc12 (stereo not drawn)	-1.5	0.9	·	-0.6	3	-2.1	5	i	0
C/C(=N\NC(=O)c1cccc(S(=O)(=O)N2CCCC2)c1)c1ccncc1	-1.8	1.0	-0.9	-0.5	3	1.6	-5	-0.6	-2
COc1cccc(OC)c1C(=O)NC(=O)Nc1c(C)cccc1C	-0.5	0.3	-3.4	0.2	-2	-1.1	4	-0.3	1
CC(=O)C(Cc1ccccc1)NC(=O)COC(=O)c1cc(S(=O)(=O)N2CCOCC2)ccc1F (stereo not drawn)	·	0.1	0.0	-0.6	2	·	-4	-0.4	-9
CCOc1ccc(N2CC(C(=O)NCc3ccc(F)cc3)CC2=O)cc1 (stereo not drawn)	-1.1	·	-0.9	-3.6	-5	0.0	-7	-4.2	-6
COC(=O)c1ccc(NS(=O)(=O)N(C)C)cc1	-1.7	·	·	0.4	2	-2.6	3	-0.2	10
Cc1cc(C)nc(N(C#N)C(C)C(=O)N(C)C)n1 (stereo not drawn)	0.1	·	-0.4	-0.9	3	-0.7	1	1.8	-3

Taken from the entries so far (four entries):
SMILES	PfHsp40 yeast	TcdB GH inh	BioA inh	FadD28 binding	FBA Mtb inh	UGM FP inh	Y pestis TopoI	Vc quorum ag	GDH-TPI counter
CC(=O)C(Cc1ccccc1)NC(=O)COC(=O)c1cc(S(=O)(=O)N2CCOCC2)ccc1F (stereo not drawn)	·	0.1	0.0	-0.6	2	·	-4	-0.4	-9
CCOc1ccc(N2CC(C(=O)NCc3ccc(F)cc3)CC2=O)cc1 (stereo not drawn)	-1.1	·	-0.9	-3.6	-5	0.0	-7	-4.2	-6
COC(=O)c1ccc(NS(=O)(=O)N(C)C)cc1	-1.7	·	·	0.4	2	-2.6	3	-0.2	10
Cc1cc(C)nc(N(C#N)C(C)C(=O)N(C)C)n1 (stereo not drawn)	0.1	·	-0.4	-0.9	3	-0.7	1	1.8	-3

(further entries)
SMILES	PfHsp40 yeast	TcdB GH inh	BioA inh	FadD28 binding	FBA Mtb inh	UGM FP inh	Y pestis TopoI	Vc quorum ag	GDH-TPI counter
CN1CCN(C(=O)C2CCCCC2C(=O)O)CC1 (stereo not drawn)	-0.7	-11	-0.7	-0.6	1	-2.8	2	-0.2	5
COCCN(C(=O)COC(=O)CCOc1cccc(C)c1)c1c(N)n(Cc2ccccc2)c(=O)[nH]c1=O	-1.0	1.5	-2.1	-1.1	10	2.7	17	-4.2	3
CC1CN(C(=O)CSc2cn(CC(=O)N3CCOCC3)c3ccccc23)CC(C)O1 (stereo not drawn)	-1.5	1.6	-0.2	-3.9	-6	-1.2	-2	-0.3	-1
CCOC(=O)C1CCN(C(=O)C2CCCN(S(=O)(=O)c3ccc(OC)c(Cl)c3)C2)CC1 (stereo not drawn)	-1.4	1.2	-0.1	-4.1	14	0.2	16	i	4
COc1ccc(CCNC(=O)Cn2c(=O)cnc3ccccc32)cc1	0.7	·	-1.4	-4.0	-1	-0.8	0	-0.6	4
CC(C)N(Cc1ccccc1)C(=S)Nc1ccc(OC(F)F)cc1	-0.7	·	1.7	-0.1	3	-3.6	0	i	-3
Cc1nc(Cl)c(C(=O)NCc2ccccc2)c(C)c1Cl	1.6	2.3	-2.8	-1.2	7	-0.6	0	i	5
Cn1ccc2c(-c3ccc(C(F)(F)F)cc3)cc3c(c21)C1CCC3C1 (stereo not drawn)	·	0.8	-1.9	0.2	35*	·	·	·	·
Cn1c(=O)c2c(nc(SCC(=O)N3CCOCC3)n2C)n(C)c1=O	1.0	-5.4	-5.1	·	2	0.2	-7	-0.2	4
CCOC(=O)c1cnc(-n2nc(C)cc2C)nc1Oc1ccccc1F	·	6.7	2.5	-2.4	-1	-3.1	12	1.2	0
COCCN1C(=O)CS/C1=C(/C#N)C(=O)NCc1ccco1	0.7	0.0	·	-2.3	-1	-0.9	-10	-0.3	-1
O=C(NCCCN1CCOCC1)c1cc(-c2ccc(Br)cc2)nc2ccccc12	0.1	0.2	·	-3.8	6	·	9	i	5
C=CCn1c(CCCOc2ccc(Cl)cc2Cl)n[nH]c1=S	11	1.6	·	-5.4	-4	6.2	-1	i	3
COc1cccc(C(O)c2nc3ccccc3n2C)c1 (stereo not drawn)	-0.6	0.1	-1.1	0.2	2	2.8	5	-0.3	1
COCCn1c(=O)[nH]c2cc(C(=O)N3CCN(c4cc(C)ccc4C)CC3)ccc2c1=O	0.4	-0.1	-1.7	-3.2	0	-0.6	6	-0.9	-3
CN1C(=O)CC(N2CCN(Cc3ccc(Cl)cc3)CC2)C1=O (stereo not drawn)	1.3	·	0.6	-4.0	3	-2.5	3	i	-2
O=C(Nc1ccc([N+](=O)[O-])cc1)c1cc(-c2ccccn2)nc2c(Cl)cccc12	0.2	1.5	·	-4.5	2	2.6	-10	i	1
CCOc1cc(C)c(Cl)cc1S(=O)(=O)N(CC)CC	-0.1	·	-0.5	-2.7	1	-1.3	2	i	4
O=C(O)C1C2CCC(O2)C1C(=O)Nc1cccc(Cl)c1 (stereo not drawn)	-1.8	0.3	-1.0	-1.9	-7	-1.0	-8	-0.4	-4
CN(C)CCCN(C(=O)c1ccc(C(=O)c2ccccc2)cc1)c1nc2c(F)cccc2s1	-1.2	-0.2	-3.2	-2.3	0	1.2	11	-0.6	8
CCN(CC)CCN1C(=O)C(=O)/C(=C(/O)c2ccc(S(=O)(=O)N3CCOCC3)cc2)C1c1ccc(C(C)(C)C)cc1 (stereo not drawn)	0.8	·	-3.4	-0.9	-1	2.1	-2	-0.6	19
C[C@@H]1C(=O)O[C@H](C)[C@H]1C[C@@H](O)[C@](C)(O)C1CC[C@@]2(O)C3=CC(=O)[C@@H]4C[C@@H](O)[C@@H](O)C[C@]4(C)C3CC[C@]12C (stereo partly drawn)	0.0	-0.3	0.5	1.5	3	-1.8	9	0.8	-5
Cc1ccc(S(=O)(=O)NC2=NCN(CCc3ccccc3)CN2)cc1	-1.7	·	-3.0	-0.1	-1	-0.4	5	i	2
Cc1cccc(-c2c3c(=O)n(C)c(=O)n(C)c3cn2C(C)(C)C)c1	0.5	·	-1.0	-2.0	6	-2.6	-5	-0.6	7
Cn1c(N)c(C(=O)COC(=O)c2cc(C3CC3)nc3ccccc23)c(=O)n(C)c1=O	-0.2	-0.4	0.4	-4.9	3	-0.9	-7	i	5
CCOC(=O)CSc1n[nH]c(=O)n1CCc1ccccc1	1.1	1.2	-1.3	-0.6	0	-2.0	9	i	4
O=C(c1ccccc1-c1nc(-c2ccccc2)no1)N1CCCC1	?	·	-1.0	-0.1	3	-3.1	5	0.7	0
COc1cc(/C=C(\CC(=O)O)c2nc3ccccc3s2)ccc1OCC(=O)Nc1ccccc1F	4.2	0.7	7.1	-3.4	9	·	15	i	24
CCCCN(CC)CCNC(=O)c1cc2cc3ccc(Cl)cc3nc2o1	6.0	-2.4	·	-3.8	19	2.2	1	-0.4	23
COCCn1c(SCC(=O)c2ccc3c(c2)OCCO3)nnc1-c1ccoc1C	-0.8	·	-0.7	-4.1	-9	-0.2	2	i	6
COc1ccc(OC)c(-n2c(-c3ccc(S(C)(=O)=O)cc3)cc(C=O)c2C)c1	0.2	·	-1.5	-4.0	2	-4.2	6	-1.0	11
CCOc1ccc(NC(=O)COC(=O)c2c(OC)cccc2OC)cc1	1.7	·	·	-1.8	-7	1.7	11	-0.2	11
O=C(CCCn1cc([N+](=O)[O-])cn1)NC1CCCCCC1	1.3	1.5	·	-0.9	7	-1.2	-2	-0.7	6
CCCOc1ccc(-c2c(C(=O)N/N=C/c3cccs3)nnn2-c2nonc2N)cc1	1.2	·	0.0	-5.1	-2	-0.5	-3	i	25
COc1cccc(CN(CC(=O)NCC2CCCO2)C(=O)CNS(=O)(=O)c2ccccc2)c1 (stereo not drawn)	-0.7	0.0	-0.8	-2.1	0	-1.9	0	i	8
C(=N\Nc1ccccn1)/c1ccc2c(c1)OCCO2	-2.2	0.1	0.0	0.4	-1	-0.1	7	-0.2	24
O=C(c1ccccn1)N1CCN(S(=O)(=O)c2ccc(F)cc2)CC1	0.9	-0.2	·	0.1	-4	-1.3	8	-0.8	5
O=C(Cc1ccccc1)c1ccc(O)cc1	2.0	0.7	-0.9	-0.6	-1	·	0	i	21
COC(=O)NCC(C)OC(=O)Nc1cccc(Cl)c1 (stereo not drawn)	-0.2	·	1.1	-6.9	-1	0.3	0	-2.2	4
OC(c1ccc(F)cc1)C(CN1CCOCC1)c1ccccc1 (stereo not drawn)	·	-0.1	-0.6	1.9	-1	1.2	-3	-0.5	5
CSc1cc(-c2ccncc2)nc(-c2ccc(Cl)cc2)c1	-0.8	-0.9	6.6	-1.1	1	0.5	23	i	7
CCN(CC)C(=O)c1sc(NC(=O)c2ccc(Br)o2)c(C(=O)OC)c1C	5.0	·	1.4	0.5	2	0.8	8	-0.5	27
COc1ccc(C(=O)C/C(=C\C(=O)c2ccc(C)cc2)c2ccccc2)cc1	-0.7	·	-6.1	0.1	1	4.6	47	i	10
Cc1cccc(CC2S/C(=N/N=C/c3ccco3)NC2=O)c1 (stereo not drawn)	-0.9	0.7	-3.6	0.0	1	0.6	13	-2.0	20
CCCCOC(=O)c1cc(=O)[nH]c2ccc(C)cc12	1.1	-0.8	·	-0.3	2	-1.9	-1	-0.6	10
O=C(C1=C[C@@H](c2ccc(Br)cc2)C[C@@H](OCCCCO)O1)N1CCN(Cc2ccc3c(c2)OCO3)CC1	0.1	1.6	-0.6	-7.9	0	-3.5	22	i	-4
CCC1CCCN1Cn1cnc2c([nH]c3ccc(OC)cc32)c1=O (stereo not drawn)	-0.5	·	·	-1.3	54*	3.3	-3	-0.8	10
CN(Cc1ccccc1)C(=S)NC(=O)c1ccc(-c2ccccc2)cc1	-1.8	·	-2.8	0.3	6	0.2	2	1.7	20
CCCCn1c(CCCNC(=O)c2ccco2)nc2ccccc21	0.5	0.9	5.2	-6.2	0	0.6	-1	i	-3
Cc1ccc(S(=O)(=O)N2CC(C(=O)O)=CC[C@H]2c2ccc(Cl)cc2)cc1	-0.3	3.4	-2.8	-1.2	1	3.2	-10	1.2	3
